CSN inh – inhibitors of human CSN-mediated cullin deneddylation; Q92905; Purified CSN, SCF-Nedd8-OG deneddylation, fluorescence polarization; inhibition, % at 12.5 µM; actives 0.38% (n = 360,000);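 active = pattern-corrected inhibition above about 35%, with an unprinted fluorescence ratio check between 0.5 and 1.5, limit read from the data, passing the limit was not always enough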;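 also: 0% = enzyme with substrate and 100% = substrate without enzyme; some results filed as inactive read as strong as hits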
Target sequence (Q92905 whole entry, looked up, one chain of several): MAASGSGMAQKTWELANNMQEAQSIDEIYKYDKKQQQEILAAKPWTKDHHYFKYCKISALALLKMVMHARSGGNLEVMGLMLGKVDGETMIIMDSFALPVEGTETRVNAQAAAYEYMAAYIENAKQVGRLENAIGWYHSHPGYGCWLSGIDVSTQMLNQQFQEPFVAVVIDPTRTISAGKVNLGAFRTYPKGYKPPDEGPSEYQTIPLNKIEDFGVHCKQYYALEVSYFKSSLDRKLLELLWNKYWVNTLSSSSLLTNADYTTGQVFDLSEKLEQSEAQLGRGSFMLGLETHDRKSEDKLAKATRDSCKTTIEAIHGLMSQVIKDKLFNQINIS
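Test system: purified human Csn5 enzyme expressed in HEK293T cells. Amount: 0.24 nM enzyme. Reagent: SCFSkp2-Nedd8OG substrate at 10 nM final. Schedule: 90 min incubation of compound, enzyme and substrate at room temperature. Detection: fluorescence polarization. Read-out: % inhibition of substrate cleavage by Csn5.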
Scp-1 inhibitor – blocks human Scp-1 phosphatase activity | inhibition, % at 20 µM | actives 0.88% (n = 340,000) | Recombinant Scp1, phosphopeptide, malachite green phosphate absorbance;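 active = inhibition above about 50% at 20 µM, limit read from the data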;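 also: plate controls were DMSO wells with enzyme for no effect and wells lacking enzyme for full effect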
Target sequence (Q9GZU7 76-261 limits assumed): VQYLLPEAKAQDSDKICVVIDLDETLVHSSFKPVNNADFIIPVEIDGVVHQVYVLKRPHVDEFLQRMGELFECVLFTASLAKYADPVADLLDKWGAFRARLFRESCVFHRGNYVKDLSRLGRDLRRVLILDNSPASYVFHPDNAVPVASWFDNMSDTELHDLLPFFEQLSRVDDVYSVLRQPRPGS
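Incubation: 45 min enzyme reaction at room temperature / System: truncated SCP-1 phosphatase (76-261aa) / Reagent: Phospho 17-mer peptide substrate / Buffer or medium: Acidic Tris acetate buffer with magnesium and detergent / Signal: absorbance at 630 nm / Doses: one concentration, 20 µM, with 1.0% DMSO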
LMPTP block – blocks human LMPTP phosphatase; actives 0.22% (n = 360,000); recombinant LMPTP-A, OMFP fluorogenic substrate, fluorescence intensity; P24666; AID 651560; inhibition, % at 20 µM;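 active = compounds that cut the enzyme signal by at least half of the control window in the single-dose screen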;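 also: plate controls were DMSO wells with enzyme plus substrate for no effect and substrate without enzyme for full effect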
Target sequence (P24666 whole entry, looked up): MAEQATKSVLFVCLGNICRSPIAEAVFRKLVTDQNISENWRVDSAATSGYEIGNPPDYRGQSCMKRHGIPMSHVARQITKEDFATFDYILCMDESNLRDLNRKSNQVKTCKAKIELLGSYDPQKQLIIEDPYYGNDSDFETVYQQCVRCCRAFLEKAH
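Assay system: LMPTP-A, protein tyrosine phosphatase of low molecular weight / Medium: pH 6.0 Bis-Tris buffer with DTT and Triton X-100 / Schedule: 50 min enzyme reaction at room temperature, protected from light / Measured by: endpoint fluorescence intensity from OMFP dephosphorylation / Read-out basis: % inhibition relative to no-enzyme and uninhibited control wells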
SUMO1-SIM PPI – SUMO1-SIM interaction modulation; P63165; AID 602429; actives 0.33% (n = 360,000); SUMO1 binding to a labelled peptide, TR-FRET, 1 h; inhibition, % at 20 µM; in the data active = inhibition above about 37%
Target sequence (P63165 whole entry, looked up): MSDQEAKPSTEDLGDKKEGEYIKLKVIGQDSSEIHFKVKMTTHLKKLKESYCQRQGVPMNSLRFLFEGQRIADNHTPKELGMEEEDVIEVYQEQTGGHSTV
Rpn11 block – inhibitors of human proteasome Rpn11; O00487; human 26S proteasome, Ub4-pepOG fluorescence polarization; 20S core pre-blocked with epoxomicin; actives 0.59% (n = 360,000); calls only at 20 µM;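 active = inhibition at 20 µM, scaled to each plate's controls, above about 33%, limit read from the data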
TbMetRS inhib – Trypanosoma brucei MetRS inhibition | purified T. brucei MetRS, ATP depletion, Kinase-Glo luminescence | inhibition, % at 11.9 µM | actives 0.4% (n = 360,000) | AID 624268;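 active = inhibition above a per-plate cutoff of the control wells' mean inhibition plus 3 SD, cut at about 5.5% in these data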;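 also: 0% = DMSO wells median and 100% = median of wells with control inhibitor compound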
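System: purified T. brucei MetRS enzyme / Detection: Kinase-Glo luciferase luminescence reporting remaining unconsumed ATP / Medium: HEPES buffer with MgCl2, KCl, DTT, spermine, BSA, pyrophosphatase / Replication: singlicate, one well per compound / Evaluation: percent inhibition relative to median high and low control wells / Schedule: 2 h aminoacylation at 25 °C after 15 min preincubation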
DNMT1 block – DNMT1 (human) enzyme inhibition. P26358. DNMT1 molecular beacon, Hinp1I cleavage, fluorescence. inhibition (reported as % activation of signal), % at 10 µM. actives 0.83% (n = 360,000); in the data active = inhibition above about 50%
NadD block – NadD (S. aureus) enzyme inhibition; purified NadD enzyme, colorimetric absorbance read-out; inhibition, % at 20 µM; actives 0.78% (n = 360,000); in the data active = inhibition above about 26%; also: some compounds past the cut are filed as inactive
STEP block – inhibitors of human striatal-enriched phosphatase STEP. inhibition, % at 20 µM. actives 0.25% (n = 360,000). P54829. recombinant STEP, OMFP fluorogenic substrate, fluorescence;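 active = inhibition at 20 µM, scaled per plate between control wells, above about 37%, limit read from the data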;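 also: 0% = DMSO with enzyme and substrate and 100% = substrate only without enzyme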
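medium = Bis-Tris buffer pH 6.0, 2.5 mM DTT, 0.005% Tween 20 | test system = STEP (striatal-enriched tyrosine phosphatase) enzyme, cell-free | measure = normalized % inhibition | compound dosing = 20 µM, 1% DMSO | also added = 25 µM OMFP | schedule = reaction 20 min, ambient temperature | measured by = fluorescence read at 480 nm ex / 540 nm em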
MsrA inh – inhibits bovine methionine sulfoxide reductase A. purified bovine MsrA, absorbance read-out. inhibition, % at 15.5 µM. actives 0.75% (n = 360,000). AID 651718; in the data active = inhibition above about 4.5%;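 also: 0% = vehicle wells with enzyme and 100% = reference inhibitor wells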
The depositor's hits bear a star; i = inactive; · = no result given.

Key to letters: A = CSN inh; B = Scp-1 inhibitor; C = LMPTP block; D = SUMO1-SIM PPI; E = Rpn11 block; F = TbMetRS inhib; G = DNMT1 block; H = NadD block; I = STEP block; J = MsrA inh
1	Cc1ccc(S(=O)(=O)N2CC(O)CC2C(=O)OCc2nc3sc(C)c(C)c3c(=O)[nH]2)cc1 (centres undefined)
  A = -8.3	B = -12.8	C = -3.0	D = 1.7	E = i	F = -0.2	G = -1.2	H = -2.6	I = 2.2	J = -1.6

2	CC1CCN(S(=O)(=O)c2cccc(-c3csc(-c4cccnc4)n3)c2)CC1
  A = 0.5	B = -2.1	C = 2.7	D = -1.5	E = i	F = 0.0	G = -7.4	H = 10.1	I = 3.5	J = 0.4

3	CSCCC(NS(=O)(=O)/C=C/c1ccccc1)C(=O)N1CCC(C)CC1 (centres undefined)
  A = 2.7	B = -4.8	C = -0.9	D = -4.6	E = i	F = -0.6	G = 0.9	H = 6.4	I = 2.1	J = 0.1

4	CC1CCCCC12NC(=O)N(CC(=O)N1CCc3ccccc3C1)C2=O (centres undefined)
  A = 0.1	B = -2.0	C = 0.2	D = 0.5	E = i	F = -0.5	G = 2.9	H = 1.1	I = 1.2	J = 0.1

5	CC1CC(=O)C2=C(C1)OC(N)=C(C#N)C2c1coc2ccccc2c1=O (centres undefined)
  A = -0.7	B = -13.4	C = 0.0	D = 2.4	E = i	F = -0.1	G = 0.9	H = 2.0	I = -0.4	J = 0.0

6	Cc1cc(Cl)ccc1OCc1n[nH]c(=S)n1C1CCCCC1
  A = 3.4	B = -8.1	C = 3.0	D = 3.9	E = i	F = 0.0	G = -5.7	H = -2.7	I = 2.1	J = 0.0

7	CC(C)NC(=O)CSc1ccccc1C(=O)NNC(=O)Cn1ccc(C(F)(F)F)n1
  A = -8.5	B = -3.5	C = -0.1	D = 2.3	E = i	F = -0.7	G = 2.8	H = 0.2	I = -1.6	J = 0.3

8	CNC(=O)c1[nH]cnc1C(=O)N[C@@H](Cc1ccccc1)C(=O)OCc1ccccc1
  A = 95.6	B = -8.1	C = 0.1	D = 3.1	E = i	F = -0.5	G = 3.3	H = 10.5	I = -2.0	J = -0.5

9	CCOc1ccc(-c2nnc(SCC(=O)N3CCN(c4ccccc4)CC3)o2)cc1
  A = -2.1	B = -8.0	C = -0.5	D = 3.8	E = i	F = -1.4	G = 14.4	H = 2.7	I = 2.9	J = 0.0

10	CCn1c(SCC(=O)N(C)Cc2ccc(OC)c(F)c2)nc2cc(S(N)(=O)=O)ccc21
  A = 1.6	B = 0.1	C = -1.9	D = 1.7	E = i	F = -0.7	G = -1.1	H = -1.5	I = -2.1	J = -0.2

Looked up above:
CSCCC(NS(=O)(=O)/C=C/c1ccccc1)C(=O)N1CCC(C)CC1 (centres undefined) @ NadD block = 6.4
CC(C)NC(=O)CSc1ccccc1C(=O)NNC(=O)Cn1ccc(C(F)(F)F)n1 @ Scp-1 inhibitor = -3.5
CC1CC(=O)C2=C(C1)OC(N)=C(C#N)C2c1coc2ccccc2c1=O (centres undefined) @ CSN inh = -0.7
CC1CCN(S(=O)(=O)c2cccc(-c3csc(-c4cccnc4)n3)c2)CC1 @ LMPTP block = 2.7
CCn1c(SCC(=O)N(C)Cc2ccc(OC)c(F)c2)nc2cc(S(N)(=O)=O)ccc21 @ LMPTP block = -1.9
CNC(=O)c1[nH]cnc1C(=O)N[C@@H](Cc1ccccc1)C(=O)OCc1ccccc1 @ CSN inh = 95.6

Sorted by value in LMPTP block (smallest number first): three of the compounds above.
| item | SMILES | CSN inh | Scp-1 inhibitor | LMPTP block | SUMO1-SIM PPI | Rpn11 block | TbMetRS inhib | DNMT1 block | NadD block | MsrA inh |
| --- | --- | --- | --- | --- | --- | --- | --- | --- | --- | --- |
| 5 | CC1CC(=O)C2=C(C1)OC(N)=C(C#N)C2c1coc2ccccc2c1=O (centres undefined) | -0.7 | -13.4 | 0.0 | 2.4 | i | -0.1 | 0.9 | 2.0 | 0.0 |
| 2 | CC1CCN(S(=O)(=O)c2cccc(-c3csc(-c4cccnc4)n3)c2)CC1 | 0.5 | -2.1 | 2.7 | -1.5 | i | 0.0 | -7.4 | 10.1 | 0.4 |
| 6 | Cc1cc(Cl)ccc1OCc1n[nH]c(=S)n1C1CCCCC1 | 3.4 | -8.1 | 3.0 | 3.9 | i | 0.0 | -5.7 | -2.7 | 0.0 |

Down the list, from the results shown:
Nos. 3–10 in SUMO1-SIM PPI, in turn: -4.6, 0.5, 2.4, 3.9, 2.3, 3.1, 3.8, 1.7

(listing goes on)
Key to letters: A = CSN inh; B = Scp-1 inhibitor; C = LMPTP block; D = SUMO1-SIM PPI; E = Rpn11 block; F = TbMetRS inhib; G = DNMT1 block; H = NadD block; I = STEP block; J = MsrA inh
11	CCC(=O)N1CCc2cc(S(=O)(=O)NC(C(=O)Nc3cccc(C)n3)C(C)C)ccc21 (centres undefined)
  A = 0.9	B = -2.2	C = -0.8	D = 0.0	E = i	F = -0.4	G = 0.4	H = 5.0	I = -3.3	J = 0.1

12	CC(C)C(=O)N/N=C/c1ccc(OCc2ccccc2)cc1
  A = 2.1	B = -17.1	C = -0.7	D = -5.8	E = i	F = -1.3	G = 0.9	H = 2.7	I = 0.7	J = 0.6

13	O=C(CN1C(=O)c2ccccc2S1(=O)=O)N1CCN(c2ccccc2)CC1
  A = 0.6	B = -1.8	C = -0.3	D = -2.2	E = i	F = -0.3	G = 2.2	H = -2.9	I = -1.9	J = ·

14	COc1ccc(C(=O)C2CCN(C(=S)NCCc3ccccc3)CC2)cc1
  A = 0.0	B = -3.9	C = 0.6	D = -2.5	E = i	F = -0.2	G = 4.9	H = -6.2	I = 1.4	J = 0.3

15	Cc1ccc(S(=O)(=O)N2CCC(=O)N(C(COCc3ccc(C(F)(F)F)cc3)Cc3ccccc3)CC2)cc1 (centres undefined)
  A = -6.2	B = -11.6	C = 7.1	D = 0.2	E = i	F = -0.1	G = -0.4	H = -5.7	I = 1.5	J = 0.3

16	CC(C)(C)OC(=O)NCCCCCNC(=O)c1nc[nH]c1C(=O)NCc1ccc(CNC(=O)OC(C)(C)C)cc1
  A = -3.6	B = -1.0	C = 2.2	D = -0.1	E = i	F = -0.5	G = -6.4	H = 5.7	I = -1.0	J = -0.7

17	CCCC(=O)Nc1ccc(C(=O)N/N=C/c2cccnc2)cc1
  A = 6.0	B = -8.4	C = -1.3	D = -8.4	E = i	F = -0.7	G = 2.0	H = -6.8	I = -0.2	J = 0.9

18	Cc1ccc(C)c(S(=O)(=O)N2CCCCC2CCNC(=O)C(=O)NCc2ccccc2)c1 (centres undefined)
  A = 1.6	B = 2.2	C = 0.0	D = -1.7	E = i	F = -0.3	G = -0.4	H = -9.3	I = 0.2	J = 1.1

19	CCc1c(C)c2cc(Cl)c(O)c(CN3CCCC3)c2oc1=O
  A = 1.8	B = -5.7	C = -0.5	D = -0.4	E = i	F = -0.7	G = 0.5	H = 7.4	I = 2.9	J = 1.0

20	Cc1cc2oc3ccc(NCCC4CCCN4C)cc3c(=O)c2cc1C (centres undefined)
  A = -1.6	B = 3.5	C = -0.3	D = -51.3	E = i	F = 0.8	G = 16.9	H = 1.1	I = 2.7	J = -1.2

21	Cc1ccc(N=Cc2nc(-c3ccc(C)cc3)oc2O)cc1
  A = -2.4	B = 1.6	C = -0.6	D = -3.4	E = i	F = -0.7	G = 5.0	H = 0.3	I = -2.4	J = 0.2

22	Cc1cc(C(=O)Cn2nnc3ccccc3c2=O)c(C)n1-c1c(C)n(C)n(-c2ccccc2)c1=O
  A = 9.6	B = -4.6	C = -2.0	D = -16.4	E = i	F = -0.6	G = -0.5	H = 9.5	I = -0.9	J = 1.2

Compound profiles (already shown). Order of screens: CSN inh	Scp-1 inhibitor	LMPTP block	SUMO1-SIM PPI	Rpn11 block	TbMetRS inhib	DNMT1 block	NadD block	STEP block	MsrA inh
`CC1CC(=O)C2=C(C1)OC(N)=C(C#N)C2c1coc2ccccc2c1=O` (centres undefined) reads -0.7	-13.4	0.0	2.4	i	-0.1	0.9	2.0	-0.4	0.0
`CC1CCN(S(=O)(=O)c2cccc(-c3csc(-c4cccnc4)n3)c2)CC1` reads 0.5	-2.1	2.7	-1.5	i	0.0	-7.4	10.1	3.5	0.4

Source: PubChem BioAssay (several laboratories)

Rows were taken by chance. Share with any hit: about 3.9%.
